ALOX12 inh: blocks human arachidonate 12S-lipoxygenase; purified 12hLO, xylenol orange hydroperoxide absorbance; Potency, µM (titrated, usually from 108 µM), for inactives: at the highest dose activity change, negative = inhibition, most hits filed as inhibitors; actives 1.1% (n = 580,000); active means well fitted inhibition curve with a large enough effect; inconclusive means small, poorly fitted or top-dose-only effect, or another doubt; inactive means no such curve, though single readings can be large or run the other way
Target sequence (P18054 whole entry, looked up): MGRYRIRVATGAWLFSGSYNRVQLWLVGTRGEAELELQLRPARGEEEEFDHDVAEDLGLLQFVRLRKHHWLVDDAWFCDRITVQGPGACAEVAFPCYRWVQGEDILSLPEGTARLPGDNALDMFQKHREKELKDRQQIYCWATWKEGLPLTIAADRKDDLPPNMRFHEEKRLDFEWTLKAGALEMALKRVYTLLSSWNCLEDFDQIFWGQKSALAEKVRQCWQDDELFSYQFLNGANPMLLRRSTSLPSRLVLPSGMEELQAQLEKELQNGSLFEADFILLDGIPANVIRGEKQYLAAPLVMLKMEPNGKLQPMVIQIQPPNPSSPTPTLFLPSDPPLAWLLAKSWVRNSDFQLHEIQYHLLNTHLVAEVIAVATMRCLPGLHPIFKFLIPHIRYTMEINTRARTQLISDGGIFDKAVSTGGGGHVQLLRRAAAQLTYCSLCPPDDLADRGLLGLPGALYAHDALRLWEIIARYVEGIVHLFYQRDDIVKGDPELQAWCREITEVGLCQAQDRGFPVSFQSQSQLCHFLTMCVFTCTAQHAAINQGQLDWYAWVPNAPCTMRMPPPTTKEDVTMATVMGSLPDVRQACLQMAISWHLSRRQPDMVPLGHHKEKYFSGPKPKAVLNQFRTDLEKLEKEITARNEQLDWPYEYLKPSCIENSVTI
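Purified human 12hLO (150 nM final) in 25 mM Hepes, 0.01% Triton X-100, pH 7.0 was preincubated 15 min at room temperature with compound. Then 40 uM arachidonic acid was added, 30 min. Hydroperoxide was read by Fe-XO absorbance ratio 573/405 nm.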
Numbers without * were called inactive; ? = inconclusive; [ ] = dose if it differs, or a comment. On the % scale 0 is the no-effect control and ±100 the full control effect; potency means the concentration at half of the fitted maximal effect. This is a subset; rates above refer to the full screens.

SMILES	ALOX12 inh
CCC1CCCCN1S(=O)(=O)c1ccc(NC(=O)c2cc(-c3ccc(OC)cc3)on2)cc1 (configuration not stated)	-1%
COc1ccc(CC(=O)N2CCc3cn(C)c4cccc(c34)C2)cc1	1%
O=C(NCCc1ccc(Cl)cc1)C1CC2CCC(C1)C21SCCS1 (configuration not stated)	-19%
O=C(O)CC12CC3CC(CC(Cl)(C3)C1)C2	7%
CCOC(=O)[C@]12CCCC=C1N(Cc1ccco1)C(=O)[C@H](CC(=O)N1CCCC1)C2	6%
CNC(=O)Nc1ccc(C)n(CC(=O)N2CCN(c3cccc(Cl)c3)CC2)c1=O	44%[activator]
O=C1CCC2(CCCO2)CCN1Cc1cccc(F)c1 (configuration not stated)	-17%
O=C(CCc1c[nH]c2ccccc12)N1CCCC1c1ccccc1 (configuration not stated)	2%
Cc1nnc([C@@H]2CC(F)(F)CN2C(=O)COc2ccccc2)o1	5%
O=C(CC1CCCC1)N[C@H](C(=O)N1CCC[C@H]1C(=O)NCCc1ccccc1Cl)c1ccccc1	-12%
CN(Cc1ccccc1F)C1CCOc2ccccc21 (configuration not stated)	66%[activator][176 µM]
Cc1ccccc1-c1ccnc(-c2nnc(C)n2Cc2ccccc2)c1	66%[activator][176 µM]
CC(C)N(Cc1ccccc1)C(=O)COC(=O)c1nn(-c2ccccc2)c(=O)c2ccccc12	1%
COc1ccc(Cl)cc1NC(=O)CSCc1ccc(Br)cc1	-7%
CCNC(=O)N1C[C@@H]2OCC(=O)N(CC3CC3)[C@@H]2C1	44%[activator][176 µM]
N#Cc1nc(C2CC2)oc1N1CCN(C(=O)NCC2CC2)CC1	24%
O=C(NC1CCN(c2cc(-c3cccs3)[nH]n2)CC1)c1cccc(Cl)c1	2%
CC(C)CN1C(=O)c2cccn2CC1C(=O)NCCCN1CCCC1=O (configuration not stated)	8%
COc1ccccc1NC(=O)Nc1ccnn1C1CCN(C(=O)C(C)O)CC1 (configuration not stated)	16%
CN(Cc1c(F)cccc1Cl)C(=O)c1cccc(NS(C)(=O)=O)c1	?
CC(C)NC(=O)CN1CCCC1c1ccsc1 (configuration not stated)	-4%
COC(C)(C)C(=O)N1CCN(c2nc(-c3ccccc3)nc3c2CCC3)CC1	25%
O=C(Nc1ccc(O)cc1)c1cc(-c2ccncc2)nc2ccccc12	1%
CC(C)N1CCC[C@H]1c1nc(-c2ccc(OC3CCCCC3)nc2)no1	0%[176 µM]
COc1ccc2[nH]c3c(c2c1)CCNC31CCN(Cc2ccc(C)o2)CC1	23%
Cc1cccc(NC(=O)N2CCC(Cc3nc(-c4ccccc4)n[nH]3)CC2)c1	19%
COc1cccc(CNC(=O)Cc2c(C)c3ccc(OC)c(OC)c3oc2=O)c1	1%
CC1=C[C@@H](CN2CCN(C)CC2)[C@H](C(C)C)C[C@H]1Cc1nnc(-c2ccccc2F)o1	49%[activator][176 µM]
Cc1noc([C@@H]2CN(C(=O)c3cc(C)oc3C)C[C@H]2COCC2CC2)n1	10%
O=C(NC1CCCCCCC1)c1n[nH]c(=O)c2ccccc12	?

Fetched by structure from the entries so far, seven records:
SMILES	ALOX12 inh
O=C(NC1CCN(c2cc(-c3cccs3)[nH]n2)CC1)c1cccc(Cl)c1	2%
N#Cc1nc(C2CC2)oc1N1CCN(C(=O)NCC2CC2)CC1	24%
O=C(Nc1ccc(O)cc1)c1cc(-c2ccncc2)nc2ccccc12	1%
CC(C)N1CCC[C@H]1c1nc(-c2ccc(OC3CCCCC3)nc2)no1	0%[176 µM]
COc1cccc(CNC(=O)Cc2c(C)c3ccc(OC)c(OC)c3oc2=O)c1	1%
CC(C)NC(=O)CN1CCCC1c1ccsc1 (configuration not stated)	-4%
Cc1cccc(NC(=O)N2CCC(Cc3nc(-c4ccccc4)n[nH]3)CC2)c1	19%

Further entries:
SMILES	ALOX12 inh
COc1ccc(-c2noc(-c3cccn3CC(=O)N3CCN(c4ccccc4OC)CC3)n2)cc1F	-1%
COc1ccc(/C=C/c2nc3ccccc3[nH]c2=O)c(OC)c1	-53%
OCC1(CO)CCCC12COC(c1ccccc1)OC2 (configuration not stated)	3%
CN(Cc1cccnc1)c1nc2c(c(=O)[nH]1)CCN(Cc1cccnc1)CC2	38%[activator]
CCn1c(SCC(=O)Nc2cccc(C(F)(F)F)c2)nnc1-c1cc2ccccc2o1	-13%
Cc1cc(Cl)cc(Cl)c1OCC(=O)Nc1cccc(NC(=O)c2ccco2)c1	?
COc1ccc(-c2nc3cc(F)ccc3nc2C(=O)Nc2c(C)cccc2C)cc1	?
CC(=O)NC12CC3CC(C1)CC(C(=O)NCCSCc1ccccc1)(C3)C2	-54%
Cc1ccsc1C(=O)NCc1cccnc1	24%
CC(=O)c1ccc(OCCOc2ccccc2Cl)cc1	-27%
COc1ccc(-c2nc(CNC(=O)Nc3ccccc3Cl)c(C)o2)cc1	-5%
CC(NC(=O)CCc1c[nH]c2ccccc12)c1cccc2ccccc12 (configuration not stated)	1%
COc1ccc(NC(=O)c2nn(C3CCS(=O)(=O)C3)c3c2CCCC3)cc1 (configuration not stated)	0%
O=C(NCc1ccccc1)N1CCC(Cc2nc(C3CC3)n[nH]2)C1 (configuration not stated)	-8%
N#Cc1c(Cl)nc2c(c1C#N)CCC/C2=C\c1ccco1	?
Cc1nc(C)c(C(=O)NC2CC(c3nnc(Cn4ccnc4)n3C)C2)s1 (configuration not stated)	46%[activator]
COc1cccc(CN2CCC(n3cc(C(=O)NC4CCCC4)nn3)CC2)c1O	5%
COc1ncc2nc(-c3cccs3)c(=O)n(C)c2n1	-5%
COc1ccc(N2CC(C(=O)NCCOc3ccccc3)NC2=O)cc1 (configuration not stated)	17%
CCCOc1ccc(C(=O)NC2CCCCNC2=O)cc1OCC (configuration not stated)	17%
COCCN1CCOC2(CCN([S+](=O)([O-])c3ccccc3C)CC2)C1=O	-10%[176 µM]
CCS(=O)(=O)N1CCC(NC(=O)c2ccccc2C(=O)c2ccc(Cl)cc2)CC1	1%
COc1cccc(C(C)NC(=O)Cc2ccccc2C)c1 (configuration not stated)	8%
COc1cccc(CCC(=O)N2CCC3(CC2)N=C(c2ccccc2)NO3)c1	15%
CCn1c(SCc2cc3c(cc2Br)OCCO3)nc2cc(S(N)(=O)=O)ccc21	?
CCCCNC(=O)C[C@@H]1C[C@@]2(C(=O)OCC)CCC=C2N(Cc2ccco2)C1=O	?
COc1cc2c(cc1NS(C)(=O)=O)C(c1cccc3c1OCO3)CC(=O)N2 (configuration not stated)	22%
NC(=NCc1ccccc1)NCCN1CCN(Cc2ccccc2)CC1	12%
N#Cc1c(-c2ccc(Cl)cc2Cl)csc1N	20µM*
N#CCC(=O)Nc1ccc(C(=O)OCc2cccc(F)c2F)cc1	?
FC(F)(F)CN1CCN(c2nc(-c3cccnc3)nc3ccccc23)CC1	?
Cc1noc(-c2ccncc2)c1C(=O)NCCCCc1ccccc1	?
COC[C@@H]1CCCN1c1ccc2c(c1)O[C@@H](COCc1ccccc1)CN([C@H](C)c1ccccc1)S2(=O)=O	-2%
O=C(c1ccc(F)c(F)c1)N1CCN(Cc2nnnn2C2CC2)CC1	19%
CN(CC1CCOCC1)C(=O)Cc1ccccc1Cl	22%
O=C(NCCc1ccccc1)OCc1cn(Cc2ccccc2C(F)(F)F)nn1	-15%
CN(Cc1cccnc1)C1CN(C(=O)C2CCCCC2)C1	21%
Cc1ccc(NC(=O)CCNC(=O)C2CCCC2)cc1	-21%
Cc1ccc(NC(=O)c2ccccc2C)c(Br)c1	14%
COc1ccc2[nH]cc(C(C(=O)O)N3CCN(Cc4cccc(Cl)c4)CC3)c2c1 (configuration not stated)	-6%
O=C(NN=Cc1ccco1)C(=O)Nc1ccc(Cl)c([N+](=O)[O-])c1	21%
CC(C)NC(=O)N[C@H]1CCN2C(=O)c3cc(/C=C/c4ccccc4)ccc3NC(=O)[C@H]12	?
Cn1nc(-c2nncn2Cc2ccccc2)c2c1CCN(C(=O)c1[nH]nc3c1COc1ccccc1-3)C2	101%[activator]
CCC(NC1CCN(C(=O)c2ccccc2)CC1)c1ccnn1C (configuration not stated)	-1%
CNC(=O)c1cnn2c1CN(C(C)=O)CC2	6%[12.5 µM]
C=C1C(=O)OC(CCCCCCCC)C1C(=O)O (configuration not stated)	?
CCc1cccc(NC(=O)C2CCc3ncc(-c4ccsc4)n3C2)c1 (configuration not stated)	78%[activator]
COC(=O)c1cc(NS(=O)(=O)c2ccc3ccccc3c2)cc(C(=O)OC)c1	3%
Cc1ccnc(NC(=O)c2cc(C)nc3ccccc23)c1	0%
O=C(c1ccc(F)c(F)c1)N1CCC(CN2CCOCC2)CC1	8%
CCN(CC)C(=O)C[C@@H]1CCNC[C@@H]1Cc1cc(-c2ccc(OC)cc2)on1	7%[176 µM]
COc1ccc(N(Cc2cccs2)C(=O)Cn2nnc(-c3cccc(OC)c3)n2)cc1	?
O=C(CSCc1coc(-c2ccc(Cl)cc2)n1)N1CCCCC1	11%
CC(C)Sc1ccc2ccccc2n1	-40%
O=C(C1CC(=O)N(c2n[nH]c3ccccc23)C1)N1CCC(c2nc3ccccc3[nH]2)CC1 (configuration not stated)	46%[activator]
CCn1c(C(=O)N2CCCC(C(=O)N3CCOCC3)C2)cc2ccccc21 (configuration not stated)	11%
COc1cccc(CNC(=O)[C@@H]2CCCN2C(=O)[C@H]2CCCCN2C(=O)c2ccc(Cl)cc2)c1	-13%
Cc1nccn1-c1ccc(NC(=O)C2CCCN(c3ncccc3C#N)C2)cc1 (configuration not stated)	79%[activator]
CCOc1ccc(CN2C(=O)C3(CCOCC3)CC2c2nnnn2CCOC)cc1OC (configuration not stated)	2%
COCCNC(=O)c1ccc(OC2CCN(Cc3cccc4c3OCO4)CC2)c(Cl)c1	39%[activator]

Some values from the list:
Result of O=C(C1CC(=O)N(c2n[nH]c3ccccc23)C1)N1CCC(c2nc3ccccc3[nH]2)CC1 (configuration not stated) under ALOX12 inh: 46%[activator]
Result of O=C(CSCc1coc(-c2ccc(Cl)cc2)n1)N1CCCCC1 under ALOX12 inh: 11%
Result of CCn1c(C(=O)N2CCCC(C(=O)N3CCOCC3)C2)cc2ccccc21 (configuration not stated) under ALOX12 inh: 11%
Result of CCOc1ccc(CN2C(=O)C3(CCOCC3)CC2c2nnnn2CCOC)cc1OC (configuration not stated) under ALOX12 inh: 2%
Result of CCc1cccc(NC(=O)C2CCc3ncc(-c4ccsc4)n3C2)c1 (configuration not stated) under ALOX12 inh: 78%[activator]
Result of COC(=O)c1cc(NS(=O)(=O)c2ccc3ccccc3c2)cc(C(=O)OC)c1 under ALOX12 inh: 3%

Further records follow:
SMILES	ALOX12 inh
O=C(NC1CCCC1)c1cccc(I)c1	3%
CC(C)(C)CC(=O)N1CCN2C(=O)N(CC(N)=O)C(=O)[C@@H]2C1	-1%[176 µM]
COc1ccccc1-c1ccc(C(=O)O)cc1	6%[12.5 µM]
O=C([C@@H]1C[C@H](F)CN1S(=O)(=O)c1cccc(F)c1)N1CCCCC1	7%
CCn1cc(CN(CCOC)Cc2cccs2)ccc1=O	56%[activator]
Cc1cc(C)cc(C(=O)N(C)C2CCN(CCc3ccccn3)CC2)c1	0%
COc1ccc(CN2CCC3(C2)C(=O)N(c2ccccc2)c2ccccc23)cc1 (configuration not stated)	1%[6.33 µM]
O=C(N1CCCC1c1nc(CCOCC2CC2)no1)C1(c2ccccc2)CC1 (configuration not stated)	9%
COc1cc(=O)n2c(c1C(=O)NCc1ccco1)CCN(C(=O)c1cccnc1SC)CC2	15%
Cc1ccc(/C=N/NC(=O)c2c(C)nc3ccc(Cl)cn23)cc1	2%
Cc1nn(CC(=O)N2CCCCCC2)c(=O)c2nc(-c3ccccc3)sc12	-16%
CCCc1c(C)nc2ncnn2c1Nc1cc(C)cc(C)c1	?
COc1ccc(-c2c(C)oc3cc(OCC(=O)Nc4ccccc4OC)ccc3c2=O)cc1	-15%
O=C(CSc1nc2cc(S(=O)(=O)N3CCOCC3)ccc2o1)NCC(F)(F)F	8%
O=C1CCC2(CCCO2)CCN1Cc1ccc(F)c(F)c1 (configuration not stated)	-11%
O=C(Nc1ccccc1)c1cccc(OCc2ccccc2)c1	-23%
CN1[C@@H](CCC(=O)NCc2cccnc2)CNC(=O)[C@@H]2[C@H]1CCN2Cc1ccc(S(C)(=O)=O)cc1	64%
CC(=O)c1ccc(NC(=O)c2cc(-c3ccccn3)nc3ccccc23)cc1	20%
COc1cccc(N2C(=O)NC(=NC3CCCCC3)C23CCN(C(=O)c2ccccc2F)CC3)c1	0%[6.33 µM]
C/C(Cc1ccccc1)=N\NC(N)=S	?
O=C1Cc2c(-c3ccc(C(=O)N4CCOCC4)cc3)n[nH]c2CN1Cc1ccccc1	9%[176 µM]
CC(C)c1ccc(C(=O)N/N=C/CCc2ccccc2)cc1	8%
COCC1CN(C2CCC2)CC12CCN(C(=O)COc1ccc(F)cc1)CC2 (configuration not stated)	47%
COc1ccc(OC)c(CNC(=O)c2ccc(N3CC4CC(C3)[C@H]3CCCC(=O)N3C4)nc2)c1 (some centres not stated)	7%
CCN(C(=O)CN1C(=O)NC2(CCC(C(C)(C)C)CC2)C1=O)c1cccc(C)c1 (configuration not stated)	36%
Cn1nccc1CN1CCn2c(nnc2C2CCCNC2)C1 (configuration not stated)	55%[activator][176 µM]
COc1ccc(-c2cc3c(=O)n(CCNC(=O)c4cc(OC)cc(OC)c4)ccn3n2)cc1	11%
COc1ccc(C(=O)/C=C/c2cccc(OC(=O)C3CC3)c2)cc1	-1%
Cc1cc(C(F)(F)F)nn1CC(=O)N1CCCCCCN(C)C(=O)[C@@H]2CCC[C@@H]21	20%
C=CCN(Cc1ccccc1F)C(=O)c1nn(CC)c(=O)c2ccccc12	17%
Cc1cc(CN2CC[C@@H]3CN(S(C)(=O)=O)[C@@H]3C2)n(C)n1	4%
N#Cc1ccc2[nH]ccc2c1	-21%
CN(C)C[C@@H]1CN(c2ccccn2)C[C@H]1NC(=O)CCn1cccn1	-6%
Cc1cc(NC(=O)CN2CCN(C(=O)c3cc(F)cc(F)c3)CC2)no1	-27%
CN1CCC(NC(=O)C2CCCN(S(C)(=O)=O)CCC(=O)NCC2)CC1 (configuration not stated)	18%
CCOc1ccc(C2CCCN2C(=O)Cn2cccnc2=O)cc1 (configuration not stated)	4%
